NCI-60 one-dose screen, 48 h, at 10 µM unless noted. Numbers give growth in % (100 = growth as untreated, 0 = no growth, -100 = all killed).
A498 = A498 renal cancer cells | hit rate 5.4% among 76,000 | AID 1794774
SNB-75 = SNB-75 CNS cancer. hit rate 5% among 79,000
SF-539 = SF-539 CNS cancer | hit rate 6.8% among 81,000
RXF 393 = RXF 393 renal cancer cells; hit rate 6.9% among 77,000
SNB-19 = SNB-19 CNS cancer cells | hit rate 2.5% among 81,000
ACHN = ACHN renal cancer. hit rate 4.9% among 81,000
CAKI-1 = CAKI-1 renal cancer. hit rate 4.7% among 75,000
SF-268 = SF-268 CNS cancer cells. hit rate 3.1% among 82,000
Active calls of the source: *; x = not tested or not shown; & = joins results of further samples. How the source made its calls: active means growth percent below 10; inactive means the rest. Hits appear at their usual frequency; about 12% have a hit in one of these screens.

entry | Structure | A498 | SNB-75 | SF-539 | RXF 393
1 | COC(=O)[C@H](Cc1ccccc1)n1cc(COc2nc(Cl)nc(N3CCOCC3)n2)nn1 | 106.0 | 94.7 | 101.7 | 113.0
2 | CN(C)S(=O)(=O)c1cccc(C(=O)Nc2nc(-c3ccc(F)c(F)c3)cs2)c1 | 46.3 | 75.5 | 66.4 | 55.1
3 | CC1C=C(CO)C(=O)O1 (centres undefined) | 98.5 | 88.6 | 102.5 | 117.0
4 | Cc1ccc(C)c(CC(N)C(=O)O)c1 (centres undefined) | 82.2 | 92.3 | 101.5 | 98.0
5 | CC12CCC(/C(=C/O)C1=O)C2(C)C (centres undefined) | 90.6 | 98.3 | 103.2 | 117.3
6 | CC(=O)C1(O)CCC2C3CCC4CC(=O)CCC4(C)C3C(=O)CC21C (centres undefined) | 93.8 | 83.2 | 101.5 | 106.8
7 | Nc1nn2c(-c3cccs3)ccnc2c1N=Nc1ccc(S(N)(=O)=O)cc1 | 81.4 | 103.3 | 104.3 | 103.0
8 | Cc1nn(-c2ccc([N+](=O)[O-])cc2)c2ncnc(N/N=C/c3ccccc3O)c12 | 65.6 | 37.9 | 7.5* | 15.7
9 | Nc1ncnc2c1N=C(c1ccc(Cl)cc1)CC(c1cccc(Nc3ccnc4cc(C(F)(F)F)ccc34)c1)N2 (centres undefined) | 72.2 | 64.1 | 75.8 | 45.5
10 | Cc1ccc(C)c(C(C(N)=O)C(C)C)c1 (centres undefined) | 102.2 | 92.8 | 91.0 | 134.5

entry | SNB-19 | ACHN | CAKI-1 | SF-268
1 | 99.8 | 105.3 | 96.6 | 96.3
2 | 92.0 | 63.4 | 97.1 | 88.9
3 | 99.3 | 106.4 | 102.5 | 102.5
4 | 99.3 | 100.7 | 93.4 | 93.9
5 | 105.3 | 99.1 | x | 99.0
6 | 94.1 | 113.5 | 85.7 | 109.4
7 | 109.8 | 107.6 | 96.9 | 108.3
8 | 18.0 | 12.0 | 3.9* | 9.3*
9 | 72.9 | 90.7 | 64.1 | 59.3
10 | 96.6 | 96.1 | 94.8 | 108.7

Some entries already given, showing only A498, SNB-19 and ACHN.
No. | mol | A498 | SNB-19 | ACHN
7 | Nc1nn2c(-c3cccs3)ccnc2c1N=Nc1ccc(S(N)(=O)=O)cc1 | 81.4 | 109.8 | 107.6
8 | Cc1nn(-c2ccc([N+](=O)[O-])cc2)c2ncnc(N/N=C/c3ccccc3O)c12 | 65.6 | 18.0 | 12.0
9 | Nc1ncnc2c1N=C(c1ccc(Cl)cc1)CC(c1cccc(Nc3ccnc4cc(C(F)(F)F)ccc34)c1)N2 (centres undefined) | 72.2 | 72.9 | 90.7

Continuation.
entry | Structure | A498 | SNB-75 | SF-539 | RXF 393
11 | Cc1oc2ccc(O)c(CN3CCCCCC3)c2c1C(=O)Nc1ccc(C(F)(F)F)cc1 | 50.5 | 50.6 | 61.2 | 50.4
12 | O=C1NCC(=O)N(Cc2cccnc2)[C@H]1Cc1ccccc1 | 104.3 | 91.3 | 99.9 | 107.1
13 | CCC1(CC)CNC(=O)NC1 | 106.0 | 108.7 | 115.8 | 113.2
14 | O=C1[C@H]2Cc3c([nH]c4ccccc34)[C@@H](c3c(Cl)cccc3Cl)N2C(=O)CN1C1CCN(CC2CCCCC2)CC1 | 87.2 | 100.5 | 95.4 | x
15 | COc1cc(C2CC(C3C(=O)N(C)C(=O)N(C)C3=O)=NN2c2ccccc2)cc(OC)c1OC (centres undefined) | 102.6 | 93.7 | 103.6 | 111.7
16 | COc1ccccc1NC(=O)C(/C=N/C(=S)NNC(C)=O)=C(/C)O | 100.2 | 93.9 | 105.6 | 106.5
17 | c1ccc(C(c2nc3ncncc3[nH]2)N2CSc3nc4ccccc4n3C2)cc1 (centres undefined) | 101.8 | 91.0 | 95.3 | x
18 | CCCNC(=O)Oc1ccc(/C(=C(/CC)Cc2ccccc2)c2ccc(OCCN(CC)CC)cc2)cc1 | x | 63.6 | 89.7 | 66.8
19 | C/C(=C(/c1ccc(Cl)cc1)c1ccc(OCCN)cc1)c1ccccc1 | 108.0 | 88.8 | 90.7 | 102.7
20 | CC(C)c1ccc(OC(=O)Nc2c(Cl)cccc2Cl)cc1 | 107.8 | 94.3 | 93.8 | 110.6

entry | SNB-19 | ACHN | CAKI-1 | SF-268
11 | 69.9 | 68.5 | 50.5 | 75.4
12 | 96.9 | 108.4 | 98.1 | 109.5
13 | 105.6 | 102.4 | 102.7 | 108.5
14 | 94.6 | 84.1 | 81.9 | 84.4
15 | 100.1 | 106.4 | x | 100.5
16 | 97.2 | 103.0 | 102.7 | 100.0
17 | 100.3 | 94.7 | 89.5 | 98.1
18 | 87.7 | 90.1 | x | 71.4
19 | 95.2 | 100.9 | 89.2 | 107.0
20 | 94.5 | 99.3 | 76.9 | 98.0

Other records
entry | Structure | A498 | SNB-75 | SF-539 | RXF 393
21 | Cc1cc(C)c(F)cc1N | 110.0 | 79.4 | 102.0 | x
22 | CCN1C(=O)N(CC)C2C1NN=c1s/c(=C3\C(=O)N(C(C)C)c4ccccc43)c(=O)n12 (centres undefined) | -2.5* | 41.2 | -13.2* | 35.5
23 | CCOc1ccc(-c2cnnn2-c2nonc2N)cc1OC | 86.8 | 94.8 | 95.0 | 99.5
24 | CCCCCCCCCCCCCCCCCCOc1ccc(CC(=O)NCC[N+](C)(C)C)cc1 | 90.5 | 87.1 | 101.8 | 71.0
25 | Cc1nc(N)nc(N)c1-c1ccc([N+](=O)[O-])cc1 | 85.3 | 86.3 | 95.2 | 89.6
26 | Cc1cc(C)c(Cc2c(C)cc(C)cc2C)c(C)c1 | 91.0 | 98.1 | 104.4 | 106.7
27 | O=C(O)c1ccccc1C(=O)c1cccc2c(F)cccc12 | 130.4 | 86.2 | 103.7 | 114.1
28 | O=C(O)/C=C(\CCc1ccccc1)C(=O)O | 123.4 | 90.5 | 105.8 | 112.5
29 | O=C(Nc1ccc(Oc2cccc(F)c2)c(Cl)c1)c1ccccn1 | 89.7 | 79.7 | 104.5 | 104.9
30 | O=C(O)Cc1cc(=O)[nH]c(=O)[nH]1 | 120.6 | 75.3 | 113.6 | 107.1

entry | SNB-19 | ACHN | CAKI-1 | SF-268
21 | 107.9 | 102.8 | 98.5 | 103.3
22 | 31.3 | 25.4 | 31.8 | 25.2
23 | 89.0 | 100.3 | 89.8 | 96.8
24 | 69.0 | 67.6 | 69.4 | 92.7
25 | 105.2 | 105.7 | 95.5 | 108.7
26 | 100.7 | 108.6 | 104.5 | 99.3
27 | 98.3 | 98.2 | 103.9 | 111.5
28 | 115.3 | 113.5 | 92.5 | 109.3
29 | 92.0 | 98.0 | 85.4 | 96.3
30 | 101.7 | 107.3 | 124.6 | 109.2

(further entries)
entry | Structure | A498 | SNB-75 | SF-539 | RXF 393
31 | Cc1cc(C)c(NS(=O)(=O)c2ccccc2)c(C)c1 | 113.0 | 76.4 | 90.5 | 130.1
32 | O=[N+]([O-])c1ccc2[nH]c3nccc(NCc4cccc(Cl)c4)c3c2c1 | 71.4 | 7.8* | 71.1 | 66.4
33 | CNC(=O)c1cc(-n2ccc3cc(NC(=O)Nc4ccccc4)ccc32)ccn1 | 66.4 | 67.1 | 70.6 | 52.5
34 | CCCCOC(OCCCC)c1ccccc1 | 84.7 | 88.9 | 91.8 | 127.8
35 | CCOC(=O)c1cc2c(n1Cc1ccccc1OC)-c1[nH]c(=O)c(S(=O)(=O)c3ccccc3)cc1CCC2 | 79.8 | 87.6 | 109.5 | 106.0
36 | NC1CCCCCC1 | 102.1 | 113.4 | 93.3 | 106.1
37 | O=C1NC(=O)C2(CCCc3ccc(N(CCO)CCO)cc32)N1 (centres undefined) | 108.2 | 90.3 | 101.7 | 104.6
38 | Cc1ccccc1CCCCn1ccc(=O)[nH]c1=O | 104.6 | 84.3 | 102.4 | 91.1
39 | COc1cc(/C=C/C(=O)c2ccc(Nc3ncnc4ccccc34)cc2)cc(OC)c1OC | 77.4 | 90.0 | 93.2 | x
40 | Cn1cc(-c2nn3cc(-c4ccncc4)nc3s2)c2cc(F)ccc21 | 96.3 | 65.0 | 87.0 | 88.0

entry | SNB-19 | ACHN | CAKI-1 | SF-268
31 | 107.9 | 104.0 | 98.6 | 99.1
32 | 53.3 | 68.2 | 60.2 | 46.1
33 | 102.7 | 94.8 | 86.5 | 96.3
34 | 95.4 | 108.5 | 96.3 | 96.5
35 | 96.8 | 93.5 | 96.2 | 98.7
36 | 104.8 | 98.8 | 87.9 | 114.9
37 | 97.3 | 100.8 | 96.7 | 102.3
38 | 100.9 | 101.5 | 95.3 | 89.1
39 | 76.9 | 92.6 | 92.0 | 76.4
40 | 90.1 | 84.0 | 63.4 | 94.8

The list continues:
entry | Structure | A498 | SNB-75 | SF-539 | RXF 393
41 | CCCC(C(=O)OCCN1CCCC12CCCCC2)C1CCCC1 (centres undefined) | 70.5 | 86.2 | 96.1 | 108.8
42 | O=C(Nc1ncccc1OCc1ccccc1)Nc1cccc2ccccc12 | 104.1 | 100.4 | 102.9 | 96.7
43 | Cc1cc(-c2ccccc2)on1 | 125.9 | 99.2 | 88.8 | 118.7
44 | O=C(O)/C(=C\c1cccc([N+](=O)[O-])c1)c1ccccc1 | 107.5 | 102.0 | 91.2 | 102.2
45 | Cc1c2c(c(C)c3c1oc1ccc(O)cc13)C(=O)N(CCN1CCOCC1)C2=O | 122.1 | 108.1 | 92.9 | 108.9
46 | CC12CC[C@@H]3[C@]4(C)COC(c5ccccc5Br)O[C@@H]4CC[C@@]3(C)[C@@H]1CC(C1=CCOC1=O)O2 (some centres undefined) | 75.2 | 85.4 | 93.4 | 103.4
47 | COC1C(O)C(O)C(O)C(O)C1O (centres undefined) | 119.0 | 97.5&81.0 | 100.7&103.0 | 123.0&129.0
48 | NC(N)=NC1NCC(=O)S1 (centres undefined) | 87.5 | 91.9 | 94.8 | 90.0
49 | C=C(C)[C@@H]1CC[C@@]23O[C@@H]2C(=O)C[C@@H](C)[C@]3(C)C1 | 107.4 | 91.6 | 95.9 | 101.6
50 | O=C1CC[C@H](NC(=O)OCc2ccccc2)C(=O)O1 | x | 92.5 | 101.6 | 117.5

entry | SNB-19 | ACHN | CAKI-1 | SF-268
41 | 106.5 | 104.2 | 94.5 | 106.4
42 | 94.6 | 108.9 | 96.9 | 101.4
43 | 103.6 | 103.1 | 98.2 | 102.6
44 | 101.3 | 102.8 | 101.5 | 92.9
45 | 97.5 | 89.3 | 93.8 | 92.4
46 | 85.4 | 91.8 | 82.4 | 83.3
47 | 112.6&98.1 | 100.0 | 90.3 | 93.9&113.1
48 | 112.1 | 88.1 | 72.7 | 107.4
49 | 96.5 | 102.0 | 94.5 | 100.3
50 | 100.4 | 98.0 | 98.3 | 97.2

(listing goes on)
entry | Structure | A498 | SNB-75 | SF-539 | RXF 393
51 | CNc1ccc2c(c1)Cc1ccccc1-2 | 94.3 | 96.4 | 98.1 | 105.8
52 | c1cn(C23CC4CC(CC(C4)C2)C3)cn1 | 101.0 | 92.8 | 103.5 | 109.0
53 | Cc1ccc(C2(c3ccc(C)cc3)OC(=O)c3cc([N+](=O)[O-])c([N+](=O)[O-])cc32)cc1 | 105.3 | 81.5 | 99.5 | 95.7
54 | CCCCn1c(=O)[nH]c(N)c(C(c2ccccc2F)c2c(N)[nH]c(=O)n(CCCC)c2=O)c1=O | 74.8 | 79.5 | 81.7 | 77.6
55 | CCOC(CCC#N)c1ccc(C)cc1 (centres undefined) | 103.7 | 95.3 | 95.1 | 110.5
56 | Cc1c(C(=O)/C=C/c2ccc(Cl)cc2)nnn1-c1ccc(Br)cc1 | x | 94.3 | 101.6 | 102.5
57 | CSc1nc2ccccc2n1C | x | 88.8 | 94.2 | 105.6
58 | COc1cc(OC)c(/C=C/C(=O)c2ccc(Nc3ncnc4ccccc34)cc2)c(OC)c1 | -26.4* | -38.9* | -56.6* | x
59 | O=C(NCc1ccccc1)NCN1C(=O)c2cccc3cccc(c23)C1=O | 77.8 | 97.6 | 111.2 | 91.7
60 | CCCNC(=S)NC | 91.0 | 111.4 | 101.5 | 121.3

entry | SNB-19 | ACHN | CAKI-1 | SF-268
51 | 108.9 | 105.4 | 91.7 | 99.0
52 | 100.9 | 100.3 | 112.0 | 110.8
53 | 103.2 | 95.7 | 102.4 | 100.6
54 | 87.1 | 95.0 | 100.1 | 76.1
55 | 110.6 | 100.5 | 113.3 | 118.3
56 | 94.4 | 101.1 | 92.6 | 95.5
57 | 105.5 | 105.6 | 87.9 | 95.6
58 | 12.9 | 22.8 | 17.8 | -71.9*
59 | 96.1 | 108.0 | 95.0 | 99.6
60 | 110.7 | 104.7 | 92.7 | 104.9

(continued)
entry | Structure | A498 | SNB-75 | SF-539 | RXF 393
61 | c1cncc(-c2cn3nc(-c4c[nH]c5ccccc45)sc3n2)c1 | 47.9 | 51.8 | 42.2 | 52.1
62 | Cc1ccc2c(n1)C(=O)C(Oc1ccc(F)cc1)=CC2=O | x | 83.0 | 95.9 | 107.1
63 | O=C(c1cc([N+](=O)[O-])cc([N+](=O)[O-])c1)N(CCO)CCO | 85.0 | 86.4 | 95.3 | 98.5
64 | CCN1CCOC1=O | 104.3 | 97.3 | 93.6 | x
65 | CN(C)CCCOc1ccc(C(=C(c2ccccc2)C2CCCC2)c2ccc(OCCCN(C)C)cc2)cc1 | -82.4* | -66.1* | -89.4* | -83.1*
66 | Cc1nc(-c2ccc(Cl)cc2)ccc1-c1nnc(SCc2ccccc2)o1 | 105.5 | 100.1 | 100.5 | 107.3
67 | CC(NC(=O)CI)C(=O)Nc1ccc(C(=O)O)c(O)c1 (centres undefined) | 72.7 | 89.9 | 96.9 | 86.9

entry | SNB-19 | ACHN | CAKI-1 | SF-268
61 | 61.1 | 72.3 | 51.7 | 83.4
62 | 110.0 | 9.9* | 99.1 | 90.8
63 | 106.8 | 104.4 | 89.4 | 100.2
64 | 101.7 | 101.2 | 98.2 | 111.2
65 | -80.4* | -94.5* | -79.3* | -81.9*
66 | 100.3 | 102.0 | 95.2 | 107.5
67 | 98.5 | 97.6 | 97.3 | 99.0
